Assay outcomes from PubChem.
CHO-K1 Ca ag: counter-screen for M1 agonists: effect in parental CHO-K1 cells; 360,000 tested, 0.48% active; activation, % at 3 µM; AID 602248, 2012; Fluo-8 calcium fluorescence; scaled to maximal ATP response, vehicle zero; in the data active means activation above about 15%;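 further: untransfected CHO-K1 host cells lacking M1 receptor as counterscreen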
TAAR1 antag: human TAAR1 antagonists, primary screen, Fluo-8 calcium fluorescence, CHO RD-HGA16 cells. antagonist. inhibition, % at 3 µM. 360,000 tested, 1.5% active. AID 624466, 2012;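 active means inhibition above a per-plate cutoff, the mean inhibition of test compounds on that plate plus 3 SD, cut at about 49% in these data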;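 further: 0% = DMSO plus EC80 beta-PEA response and 100% = DMSO alone without agonist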
Target sequence (Q96RJ0 whole entry, looked up): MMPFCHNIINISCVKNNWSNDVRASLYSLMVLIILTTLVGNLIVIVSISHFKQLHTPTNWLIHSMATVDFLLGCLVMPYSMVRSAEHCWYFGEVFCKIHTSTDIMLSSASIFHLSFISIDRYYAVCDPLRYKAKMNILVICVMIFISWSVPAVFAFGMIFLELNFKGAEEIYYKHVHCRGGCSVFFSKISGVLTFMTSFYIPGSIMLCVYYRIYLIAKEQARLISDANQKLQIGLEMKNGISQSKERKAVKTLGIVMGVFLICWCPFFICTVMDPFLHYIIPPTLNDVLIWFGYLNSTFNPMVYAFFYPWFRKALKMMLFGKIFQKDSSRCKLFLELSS
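test system = CHO RD-HGA16 cells bearing hTAAR1 | replication = singlicate | controls = DMSO-only wells and EC80 β-PEA-stimulated wells | reagent = EC80 β-phenethylamine stimulus | read-out basis = percent inhibition of PEA-evoked calcium signal, max/basal emission ratio | schedule = seeding 17-24 h prior, 75-min 37 °C, 30-min RT dye loading | signal = kinetic Fluo-8 calcium fluorescence measurement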
M1 PAM parental: nonselective calcium activators in parental CHO-K1 cells, primary screen, counter-screen for M1 PAM project, cell-based, Fluo-8 calcium fluorescence, full deck, 1536-well; ATP EC20; 0% at ATP EC20, 100% at ATP max; activation, % at 3 µM; 360,000 tested, 0.02% active; AID 602247, 2012;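 active means activation above the run cutoff, the mean activation of all test compounds plus 3 SD, cut at about 40% in these data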;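 further: peak over basal fluorescence ratio in a 140 s read after ATP addition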
M1 ag: human M1 muscarinic receptor agonists, primary screen, Fluo-8 calcium fluorescence, CHO-K1 cells, HTS; Muscarinic acetylcholine receptor M1 (Homo sapiens), P11229; CHO-K1 hM1, agonist mode; 0% DMSO, 100% acetylcholine EC100; activation, % at 3 µM; 360,000 tested, 0.33% active;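 active means activation above the run's mean compound activation plus 3 SD, cut at about 16% in these data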;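 further: peak over basal fluorescence ratio within a 140 s kinetic read after compound addition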
CHO parental Ca: ATP-evoked calcium signal inhibitors, parental CHO, primary screen, counter-screen for OX1R antagonist project, cell-based, fluorescence, Fluo-8 calcium dye. parental CHO-K1, ATP-induced calcium, Fluo-8 fluorescence. inhibition, % at 5.6 µM. 330,000 tested, 0.63% active. AID 463079, 2010;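 active means inhibition above that plate's mean sample inhibition plus 3 SD, cut at about 26% in these data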;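 further: 0% = ATP-challenged DMSO wells and 100% = DMSO wells without ATP; some compounds past the cut are filed as inactive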
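Material: parental CHO cells / Compound: single nominal dose of 5.6 µM per compound / Signal: Fluo-8 fluorescence / Replicates: singlicate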
CHO-K1 Ca antag: M1 antagonist counterscreen hit in parental CHO-K1 cells; ATP-induced calcium, Fluo-8 fluorescence; inhibition, % at 3 µM; 360,000 tested, 0.6% active;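 active means inhibition above a per-plate cutoff, the plate's mean sample inhibition plus 3 SD, cut at about 24% in these data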;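 further: 0% = DMSO plus EC80 ATP and 100% = DMSO alone without ATP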
CHRM1 antagonist: human M1 muscarinic receptor antagonists, primary screen, CHO-K1 cells, Fluo-8 calcium fluorescence, 1536-well; inhibition, % at 3 µM; CHO-K1 hM1, ACh EC80 antagonist; 360,000 tested, 1.3% active; Muscarinic acetylcholine receptor M1 (Homo sapiens), P11229;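 active means percent inhibition above its own plate's cutoff, namely the mean of that plate's compound wells plus 3 SD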;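 further: peak over basal fluorescence ratio during 140 s after agonist addition; 0% = ACh EC80 plus DMSO and 100% = DMSO alone without agonist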
OXTR potentiate: human OXTR potentiators, primary screen, fluorescence, CHO-OTR cells, Fluo-8 calcium; Oxytocin receptor (Homo sapiens), P30559; Fluo-8 calcium fluorescence, potentiator mode; 0% = oxytocin EC15, 100% = EC100; activation, % at 3 µM; 320,000 tested, 0.061% active;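 active means activation above that plate's cutoff, the mean activation of tested compounds plus 3 SD, cut at about 6.6% in these data, passing the limit was not always enough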;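 further: 100% uses oxytocin at 75 nM as the full agonist control; some results filed as inactive read as strong as hits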
Target sequence (P30559 whole entry, looked up): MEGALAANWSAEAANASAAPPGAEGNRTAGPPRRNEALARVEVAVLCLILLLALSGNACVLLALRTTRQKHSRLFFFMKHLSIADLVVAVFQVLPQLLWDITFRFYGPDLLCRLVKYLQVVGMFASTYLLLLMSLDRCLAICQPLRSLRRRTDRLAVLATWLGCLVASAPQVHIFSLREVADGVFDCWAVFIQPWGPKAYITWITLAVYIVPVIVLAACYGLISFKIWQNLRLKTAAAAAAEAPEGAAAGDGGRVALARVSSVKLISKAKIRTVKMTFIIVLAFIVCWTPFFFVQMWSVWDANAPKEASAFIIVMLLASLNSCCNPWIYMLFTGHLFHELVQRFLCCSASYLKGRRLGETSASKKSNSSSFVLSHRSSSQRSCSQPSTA
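assay system = CHO-OTR cells, human receptor | schedule = compound 6 min at room temperature before oxytocin, 100 s read | detection = Fluo-8 intracellular calcium fluorescence, ex 470-495, em 515-575 nm | evaluation = normalized max/min fluorescence ratio, % activation | control set = EC15 oxytocin alone as 0%, 75 nM oxytocin (EC100) as 100%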
TAAR1 agonist: human TAAR1 agonists, primary screen, Fluo-8 calcium fluorescence, CHO RD-HGA16 cells | Trace amine-associated receptor 1 (Homo sapiens), Q96RJ0 | vehicle wells 0%, saturating PEA agonist 100% | activation, % at 3 µM | 360,000 tested, 0.99% active;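 active means activation above the mean activation of all test compounds in the run plus 3 SD, cut at about 38% in these data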
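Repeats: no replicates (n 1) | Material: CHO-derived RD-HGA16 cells with stable Gα16 and human TAAR1 | Technique: Kinetic Fluo-8 calcium fluorescence | Schedule: 17-24 h seeding, 75 min 37 °C dye, 30 min RT | Evaluation: % activation from peak over basal fluorescence ratio, DMSO-to-PEA scaled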
An asterisk follows results filed as active; . = no result given.

No.	canonical_smiles	TAAR1 antag	CHO-K1 Ca antag	OXTR potentiate	M1 PAM parental	M1 ag	TAAR1 agonist	CHO-K1 Ca ag	CHRM1 antagonist	CHO parental Ca
1	CCN(CC)C(=O)C1=C(C)N(Cc2ccccc2)C(=O)C(CC(=O)NCc2cccs2)C1 (stereo not drawn)	-33	-12	.	5	-5	2	-0.5	-12	.
2	O=C(Cc1ccc(S(=O)(=O)N2CCCCC2)s1)Nc1cccc2ccccc12	13	4	-6	8	-5	4	3.7	-8	-21
3	CC(C)C(NC(=O)c1ccccc1)C(=O)NC1=NCCS1 (stereo not drawn)	7	-6	-5	2	-3	0	-0.1	-3	-9
4	Cc1cc(N2C(=O)C(=O)/C(=C(/O)c3ccc(F)cc3)C2c2cccc(Br)c2)no1 (stereo not drawn)	-12	-11	-4	11	-3	1	0.0	-9	-15
5	O=C(/C=C/c1ccccc1)N1c2ccccc2Sc2ccc(C(F)(F)F)cc21	-19	4	-8	-6	-1	14	-0.2	-8	-32
6	COc1ccc(C)cc1C(=O)C1CC(C(=O)O)C(C)(C)C1C (stereo not drawn)	-14	0	-12	5	-4	14	0.1	-13	2
7	CC1CCCCC1NC(=O)/C=C/c1nc2ccccc2s1 (stereo not drawn)	15	-20	0	21	-4	1	3.0	-2	-13
8	CCCCn1c(SCC(N)=O)nc2ccc(N3CCOCC3)cc2c1=O	3	7	0	6	-6	11	0.9	-6	-3
9	CCCCn1nnnc1C(c1cc2ccccc2o1)N1CCN(c2ccccc2F)CC1 (stereo not drawn)	-14	7	.	1	.	6	-0.1	.	.
10	Cc1ccc(-c2cc(C(=O)O)c3cc(Br)ccc3n2)o1	-18	-10	3	11	-4	1	0.8	-1	3
11	O=C(C1CC1)N1CCc2cc(S(=O)(=O)NCC3COc4ccccc4O3)ccc21 (stereo not drawn)	5	-12	-20	2	2	13	6.2	1	8
12	CC(C)CCN1CCN(Cc2cccc(-n3cccn3)c2)CC1CCO (stereo not drawn)	0	4	-4	-9	-7	4	0.4	0	-15
13	O=C(/C=C/c1cccc(F)c1)OCC(=O)N1CCCC1	-3	-17	1	8	-1	4	1.0	-15	-9
14	Cc1cc(C)nc(NS(=O)(=O)c2ccc(NC(=O)CN3C(=O)c4ccccc4C3=O)cc2)n1	-12	.	-2	.	.	7	.	.	7
15	CNc1cncc(-c2cccc(C(=O)N3CCOCC3)c2)n1	-15	1	.	11	-2	0	4.3	-5	.
16	O=C(CS(=O)(=O)c1cn(CC(=O)N2CCCC2)c2ccccc12)Nc1ccccc1F	-26	-14	-3	-1	-3	5	1.3	-3	-17
17	Cc1nn(Cc2noc(C(=O)NCc3ccc4c(c3)OCO4)n2)c(C)c1Br	15	-7	-10	-10	-6	1	1.5	-13	0
18	c1ccc(Oc2ccc(-c3cc(NCCc4cccnc4)n4nccc4n3)cc2)cc1	-3	2	.	4	-3	0	0.5	10	.
19	CCOc1ccc(NC(=O)C2CC(=O)N(c3ccccc3F)C2)cc1 (stereo not drawn)	-4	-4	-2	7	-2	-1	0.2	8	-10
20	C=CCSc1nc2sc3c(c2c(=O)[nH]1)CC(C)(C)OC3	-5	-3	.	12	-4	-3	0.6	9	.
21	CCc1nnc(NC(=O)CSc2nnc(Cc3cccn3C)n2C)s1	6	-14	-1	29	-3	0	0.5	-22	-2
22	COc1ccc(F)cc1S(=O)(=O)NCc1ccccc1	-25	-2	0	13	-6	14	0.2	6	-6
23	CCS(=O)(=O)N1N=C(c2cccc(NS(C)(=O)=O)c2)CC1c1ccccc1 (stereo not drawn)	2	8	1	6	-3	4	5.5	10	-8
24	Cn1c(=O)c2cc(NC(=S)NCc3ccccc3F)ccc2n1Cc1ccc(F)cc1	20	5	.	24	1	5	13	6	.
25	O=C(N1CCOCC1)N1CCN(S(=O)(=O)N2CCOCC2)CC1	-7	13	-2	9	10	8	-0.3	-15	5
26	CC(NS(=O)(=O)c1ccccc1)C(=O)NC1CCCC1 (stereo not drawn)	-16	0	4	3	1	2	-0.1	-9	-7
27	CC(=O)OCc1nc2sc(C)c(C)c2c(=O)[nH]1	4	-2	1	7	-3	7	0.4	8	1
28	CCOC(=O)C1=CC[C@@H](c2ccccc2Cl)N(S(=O)(=O)c2ccc(C)cc2)[C@H]1C(=O)OCC	8	-17	-4	17	-6	6	-0.1	6	10
29	O=c1[nH]c2cc3c(cc2cc1C(c1nnnn1Cc1ccccc1)N1CCCCCC1)OCCO3 (stereo not drawn)	9	0	-3	3	-5	4	1.7	0	-1
30	CCCN(CCC)Cc1cc(=O)oc2cc(C)cc(C)c12	-23	-19	.	22	-4	4	0.8	-15	.

Given with two lines to a compound: 2 of the compounds above
Every second line gives: TAAR1 antag	CHO-K1 Ca antag	OXTR potentiate	M1 PAM parental	M1 ag	TAAR1 agonist	CHO-K1 Ca ag	CHRM1 antagonist	CHO parental Ca
1: CCN(CC)C(=O)C1=C(C)N(Cc2ccccc2)C(=O)C(CC(=O)NCc2cccs2)C1 (stereo not drawn)
→ -33	-12	.	5	-5	2	-0.5	-12	.
2: O=C(Cc1ccc(S(=O)(=O)N2CCCCC2)s1)Nc1cccc2ccccc12
→ 13	4	-6	8	-5	4	3.7	-8	-21

(more compounds)
No.	canonical_smiles	TAAR1 antag	CHO-K1 Ca antag	OXTR potentiate	M1 PAM parental	M1 ag	TAAR1 agonist	CHO-K1 Ca ag	CHRM1 antagonist	CHO parental Ca
31	CC1CCCC(NC(=O)COC(=O)Cc2c[nH]c3ccccc23)C1C (stereo not drawn)	-13	-11	-15	-1	-3	3	2.8	-4	-10
32	C=CCn1c(=O)c2ccccc2n2c(SCC(=O)N(C)C)nnc12	-31	4	.	4	-3	-1	-0.2	-13	.
33	O=C(N/N=C/c1cccc(O)c1)c1cc(-c2ccc3c(c2)OCO3)n[nH]1	30	3	-3	-1	-2	7	1.2	15	-9
34	COc1ccccc1NS(=O)(=O)c1cc([N+](=O)[O-])ccc1N/N=C/c1sc(N2CCOCC2)nc1-c1ccccc1	-7	0	-5	19	-3	8	1.5	6	7
35	CCC(NC(=O)COc1cc2c(c3oc(=O)c(C)c(C)c13)CCC(C)(C)O2)C(=O)O (stereo not drawn)	-4	-10	-2	-6	-7	-2	-0.7	-7	1
36	COc1cc(C(c2nnnn2C2CCCC2)N2CCN(C)CC2)cc(OC)c1OC (stereo not drawn)	12	-4	0	16	-2	5	0.0	-8	0
37	CN=C1SC(CC(=O)Nc2cccc(C(F)(F)F)c2)C(=O)N1C (stereo not drawn)	7	-7	-8	8	-1	9	2.4	-3	5
38	O=c1cc(-c2ccc(O)cc2)oc2cc(O)c(C3OC(CO)C(O)C(O)C3O)c(O)c12 (stereo not drawn)	-4	22	-8	-15	-2	0	-0.5	-4	2
39	COc1cc(SC)ccc1C(=O)NC1CCCCC1	-8	-10	-10	18	-3	1	-0.7	-10	-9
40	O=C(OCc1c(-c2ccccc2)ncc2ccccc12)c1cccs1	43	-1	-6	6	-7	3	-0.6	-8	-25
41	CCOc1ccc(CCNC(=O)COC(=O)c2nccnc2N)cc1OCC	1	-14	1	-3	-2	-1	0.8	-4	2
42	CN(Cc1cccc2ccccc12)C(=O)c1cc(COc2c(F)cccc2F)on1	4	-8	-13	20	-8	8	-0.1	6	-12
43	Cn1c(=O)[nH]c(=O)c2c1nc(SCC(=O)O)n2CCCc1ccccc1	-12	-10	-13	2	-3	3	0.0	-1	-8
44	COc1ccc(N2CC(C(=O)NCc3ccco3)CC2=O)cc1 (stereo not drawn)	-11	-10	1	12	-3	4	1.2	4	8
45	COc1ncccc1-c1ccc2nncn2c1	-20	6	.	-13	-1	2	-0.1	-5	.
46	CCc1ccc(CNc2ccc(N3CCN(C(C)=O)CC3)cc2)cc1	7	-7	-8	10	-1	6	-0.3	4	-28
47	CCc1ccc(-c2nn(-c3ccccc3C)cc2C(=O)N2CCN(C3CCS(=O)(=O)C3)CC2)cc1 (stereo not drawn)	2	4	-2	15	-2	1	0.3	11	-17
48	O=C(NCc1ccccc1)c1cc(C2CCCN(C(=O)CCc3ccccc3)C2)on1 (stereo not drawn)	-1	3	.	-8	-1	5	1.3	-17	.
49	N#CCSc1ccccc1NC(=O)COC(=O)C1CCN(C(=O)c2ccc(Cl)cc2)CC1	-2	-12	.	18	-2	1	-0.1	-23	.
50	COc1cc(C2NC(=O)NC(C)=C2C(=O)OC(C)(C)C)ccc1OCC(=O)O (stereo not drawn)	-1	-7	-2	7	-4	11	0.2	13	7
51	C[C@H](CO)N1C[C@H](C)[C@@H](CN(C)C(=O)Nc2ccc(C(F)(F)F)cc2)Oc2ccc(NC(=O)Nc3ccc(C(F)(F)F)cc3)cc2C1=O	-2	-4	-2	-10	1	2	-0.1	1	-2
52	O=C(NCCO)C(=O)NCC1OCCCN1S(=O)(=O)c1cccs1 (stereo not drawn)	-15	1	6	20	-4	1	-0.1	-3	-6
53	CN1CCN(NC(=S)NC(C)(C)CC(C)(C)C)CC1	8	-16	-8	12	-5	9	1.7	2	-4
54	COc1ccc(OC)c(NC(=O)C(CC(=O)O)Cc2ccc(Cl)cc2)c1 (stereo not drawn)	1	-10	1	23	-4	16	0.5	-22	-14
55	O=C(CCN1CCN(c2ccccc2)CC1)NNC(=O)Cc1c(F)cccc1Cl	-14	-6	.	7	-4	1	0.4	-11	.
56	C/C(N)=C(\C#N)C(=O)NCc1ccccn1	16	0	2	2	-3	6	0.3	3	1
57	COc1ccc(-c2cn3cc(C)ccc3n2)cc1F	-5	10	-10	-8	-7	1	0.0	4	-12
58	COc1ccc(C(=O)COc2cccc(NC(=O)c3ccco3)c2)cc1	28	-1	-17	13	0	13	3.0	-3	-8
59	Cc1ccc(-c2cc(C(=O)N/N=C/c3ccco3)n[nH]2)s1	-11	7	2	-3	-5	10	0.1	-5	-11
60	CN(C)CCC(C(=O)c1ccccc1)c1ccncc1 (stereo not drawn)	3	10	.	-16	-8	0	0.0	18	.
61	CN(C)/C=C1/C=C(c2ccccc2)OC1=O	-9	-23	-7	12	-5	7	0.3	1	-8
62	Cc1c(C(=O)N/N=C/C(C)C)[nH]c2ccc([N+](=O)[O-])cc12	1	-1	-12	13	0	2	4.0	11	-5
